# High-throughput results: PubChem BioAssay, National Center for Advancing Translational Sciences (NCATS)
# ALOX15B inhib = blocks human 15-lipoxygenase 2 activity; O15296; purified 15hLO-2, xylenol orange hydroperoxide absorbance; Potency, µM (titrated, usually from 57.1 µM), without a hit: at the top dose activity change, negative = inhibition, hits mostly inhibitors; actives 0.56% (n = 110,000); AID 881; note: potency is the fitted concentration of half-maximal effect; nearly all actives have a fitted effect of over 60% in size; many of its hits are not listed in these tables
#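 Read-out: hydroperoxide product oxidises ferrous iron, measured as xylenol orange complex via the 573-to-405 nm absorbance ratio after 30 min. Reaction: 50 nM enzyme, 15 min compound preincubation, 45 uM arachidonic acid, 90 min RT, Hepes pH 7.5 with Triton X-100.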
# PNC assembly inh = perinucleolar compartment assembly inhibition; PC3M PTB-GFP, PNC prevalence imaging, 16 h; hits give low values; activity change (PNC), negative = inhibition, % at 10 µM; actives 3.1% (n = 140,000);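 active = readout at or below -70, meaning at least 70% loss of cells showing the perinucleolar compartment, a nuclear body marking cancer cells; inconclusive = readout between -30 and a set limit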;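 note: plate controls were DMSO wells for no effect and camptothecin positive control wells for full effect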
#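 Read-out is percentage of cells bearing a perinucleolar compartment, from automated 20x imaging of fixed, Hoechst-stained PC3M PTB-GFP cells. Cells were seeded 4 h, then exposed 16 h to compound (23 nl of library stock) in duplicate plates.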
# ALOX12 inhib = blocks human 12-lipoxygenase activity; Potency, µM (highest dose often 57.1 µM), for inactives: at the highest dose activity change, negative = inhibition, most hits filed as inhibitors; purified 12-hLO, xylenol orange hydroperoxide absorbance; P18054; actives 0.12% (n = 150,000); note: potency is the fitted concentration of half-maximal effect; nearly all actives have a fitted effect of over 55% in size; many of its hits are not listed in these tables
# Target sequence (P18054 whole entry, looked up): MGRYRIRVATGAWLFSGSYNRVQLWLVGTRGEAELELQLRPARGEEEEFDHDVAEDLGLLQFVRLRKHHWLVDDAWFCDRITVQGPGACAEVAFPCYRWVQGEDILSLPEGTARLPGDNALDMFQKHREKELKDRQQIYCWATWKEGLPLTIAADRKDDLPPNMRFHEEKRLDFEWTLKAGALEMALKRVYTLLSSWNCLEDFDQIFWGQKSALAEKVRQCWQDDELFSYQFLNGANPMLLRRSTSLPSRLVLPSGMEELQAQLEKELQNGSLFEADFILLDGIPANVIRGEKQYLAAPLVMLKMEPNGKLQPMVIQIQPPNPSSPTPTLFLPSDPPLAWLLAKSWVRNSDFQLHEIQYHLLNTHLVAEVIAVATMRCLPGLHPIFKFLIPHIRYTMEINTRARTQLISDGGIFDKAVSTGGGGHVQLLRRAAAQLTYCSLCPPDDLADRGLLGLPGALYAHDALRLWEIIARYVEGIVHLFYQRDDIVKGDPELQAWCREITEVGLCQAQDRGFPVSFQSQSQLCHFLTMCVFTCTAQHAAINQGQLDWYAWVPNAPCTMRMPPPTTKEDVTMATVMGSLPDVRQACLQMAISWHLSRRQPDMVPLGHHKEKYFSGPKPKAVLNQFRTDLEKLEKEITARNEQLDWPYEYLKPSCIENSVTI
#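 Hydroperoxide formation by human 12-lipoxygenase from 40 uM arachidonic acid was followed colorimetrically via ferric-xylenol orange complex, using the 573/405 nm absorbance ratio. Enzyme concentration was 150 nM, with 30 min reaction at room temperature.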
# IMPase cell inh = membrane-permeable compound that blocks inositol monophosphatase; AID 901; CHO-M1 cells, IP1 accumulation, HTRF TR-FRET ratio; inhibition (IP1 accumulation), % at 46.1 µM; 120,000 tested, under 10 active; active = well fitted curve in the direction sought with a large enough effect in the signal ratio, not every such curve was filed as active; inconclusive = small, poorly fitted or top-dose-only effect, or a change in a side signal; inactive = no such curve, though single readings can be large or run the other way; the % refers to the signal ratio;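 note: cells stimulated with carbachol in lithium chloride buffer; plate controls were DMSO basal wells for no effect and reference inhibitor wells for full effect; higher means more IMPase inhibition seen as more IP1 and lower FRET ratio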
# Target sequence (P97697 whole entry, looked up): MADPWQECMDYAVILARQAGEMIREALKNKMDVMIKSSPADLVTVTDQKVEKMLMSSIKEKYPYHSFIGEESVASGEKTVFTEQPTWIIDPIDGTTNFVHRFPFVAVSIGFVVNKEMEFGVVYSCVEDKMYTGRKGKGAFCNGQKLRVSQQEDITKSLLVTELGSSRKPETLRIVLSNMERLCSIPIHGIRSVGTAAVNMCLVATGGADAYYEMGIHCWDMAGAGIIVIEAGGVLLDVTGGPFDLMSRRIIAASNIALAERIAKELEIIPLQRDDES
#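 Seeded CHO-M1 cells were dosed with compound at up to 46 uM, stimulated with carbachol for 30 min, then lysed in IP-One detection reagents. Higher IP1 lowers the TR-FRET signal.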
# * marks the source's active call; other numbers are inactive results; ? = inconclusive; / = not tested or not shown; & = joins results of further samples; [ ] = dose if it differs, or a comment. Unless noted, calls come from the whole dose curve; as a rule, active = well fitted curve in the direction sought with a large enough effect; inconclusive = small, poorly fitted or top-dose-only effect, or another doubt; inactive = no such curve, though single readings can be large; an effect the other way counts as inactive or inconclusive. Unless noted, % is set by controls: 0 for no effect and ±100 for the full control effect. This is a subset; the hit share may differ from the screen's.
mol	PNC assembly inh	IMPase cell inh	ALOX15B inhib	ALOX12 inhib
Oc1c(C(c2ccccc2)N2CCCCC2)sc2ncnn12 (stereo not drawn)	-1.5	-10.0	/	5.8%
COc1cc2c(cc1NC(=O)COC(=O)[C@@H](NS(=O)(=O)c1cccc(Cl)c1)C(C)C)oc1ccccc12	22.9	/	/	0.1%
CC(Sc1c[nH]c2ccccc12)C(=O)O (stereo not drawn)	-14.4	-0.3	-2.3%	4.7%
O=C1C2ON(c3ccccc3)C(c3cccnc3)C2C(=O)N1c1ccc(Cl)c(Cl)c1 (stereo not drawn)	-6.9	3.9	6.8%	-8.5%
Cc1cccc(NC(NC(=O)c2cccnc2)C(Cl)(Cl)Cl)c1 (stereo not drawn)	52.0	1.0	-7.9%	-2.2%
COc1ccc(CN(C(=O)CN2C(=O)COc3ccccc32)C2CCCC2)c(OC)c1	?	18.4	-5.0%	3.0%
Cc1c(C)[n+](=O)c(-c2ccc(F)cc2)c(C)n1[O-]	?	-2.7	-0.3%	1.9%
CSCCC1NC2(C(=O)Nc3c2ccc(Cl)c3C)[C@@H]2C(=O)N(C3CCCC3)C(=O)[C@H]12 (stereo partly drawn)	4.5	-4.8	-3.3%	-14.6%
Cc1c(O)ccc(C(=O)COc2ccccc2F)c1O	5.5	5.0	-5.1%	-9.9%
CN(C)S(=O)(=O)c1cccc(C(=O)OCC(=O)NC2CCCc3ccccc32)c1 (stereo not drawn)	65.6	-7.6	/	-1.0%
CCCCCOC(=O)Nc1ccc(S(=O)(=O)Nn2cnnc2)cc1	10.9	2.3	5.0%	2.7%
COC(=O)Cc1c(C)nc2nc(-c3ccc(C)cc3)[nH]n2c1=O	26.6	-2.1	3.9%	0.2%
O=c1oc2ccccc2n1CSc1nc2ccccc2s1	?	-0.2	-1.3%	-2.1%
CCCCOc1ccc(C(=O)OC(C)CN(C)C)cc1 (stereo not drawn)	-3.0	4.7	44.3%[activator]	6.4%
N#C/C(=C\c1ccccc1)C(=O)NC(=O)Oc1ccccc1	?	-10.4	-6.7%	-1.6%
COc1ccccc1NC(=O)Cn1nnc(-c2ccccc2NC(=O)c2cccs2)n1	?	0.0	-12.3%	-2.2%

# Exported as labelled records: entries from further up.
O=C1C2ON(c3ccccc3)C(c3cccnc3)C2C(=O)N1c1ccc(Cl)c(Cl)c1 (stereo not drawn)
- PNC assembly inh: -6.9
- IMPase cell inh: 3.9
- ALOX15B inhib: 6.8%
- ALOX12 inhib: -8.5%
Cc1cccc(NC(NC(=O)c2cccnc2)C(Cl)(Cl)Cl)c1 (stereo not drawn)
- PNC assembly inh: 52.0
- IMPase cell inh: 1.0
- ALOX15B inhib: -7.9%
- ALOX12 inhib: -2.2%

# New compounds follow:
mol	PNC assembly inh	IMPase cell inh	ALOX15B inhib	ALOX12 inhib
OC(COc1ccc2cc(Br)ccc2c1)CN1CCN(c2ccccn2)CC1 (stereo not drawn)	?	-8.7	42.8%[activator]	4.4%
Cc1ccc(C(=O)O)cc1S(=O)(=O)N1CCOCC1	?	-3.8	-2.3%	2.2%
COc1ccccc1NC(=O)CCC(=O)c1ccc(-c2ccccc2)cc1	-8.7	/	/	-3.1%
COCCNC(=O)CN(C(=O)Cn1nnc2ccccc21)c1ccc(F)c(Cl)c1	7.2	-8.0	-3.1%	-2.0%
COc1ccccc1N(CN1C(=O)c2ccccc2C1=O)C(=O)c1cccnc1	-8.8	0.1	13.0%	-4.6%
O=C1OC2(c3cc(Br)c(O)c(Br)c3Oc3c2cc(Br)c(O)c3Br)c2c(Cl)c(Cl)c(Cl)c(Cl)c21	/	/	?	-16.4%
COC(=O)CN1C(c2ccc(OC)cc2)=Nc2ccc(Cl)cc2C1c1ccccc1 (stereo not drawn)	-26.8	8.4	/	-1.1%
Cc1c(O)ccc2c(CN3CCN(CCO)CC3)cc(=O)oc12	-18.5	/	/	0.9%
CCOc1cccc(C(=O)Nc2ccc3oc(Cc4ccc(Cl)cc4)nc3c2)c1	?	4.1	3.3%	-7.6%
CC(=O)Nc1ccc(C(=O)OCC(=O)c2ccc(C)c([N+](=O)[O-])c2)cc1	92.2	-3.0	5.3%	5.0%
CN(CCC#N)C(=O)Cn1nc(Cc2ccncc2)c2ccccc2c1=O	8.1	-0.1	-2.1%	4.3%
CCOc1cc(C(=S)N2CCOCC2)ccc1O	-26.7	14.4	-13.3%	-15.2%
CC(=O)OCc1c(COC(C)=O)[n+](=O)c2ccccc2n1[O-]	?	1.9	6.6%[2.29 µM]	-3.5%
COc1ccc(C(C(=O)NC2CCCCC2)N(Cc2cccs2)C(=O)Cc2c[nH]c3ccccc23)cc1 (stereo not drawn)	38.2	10.6	-17.7%	-3.0%
COc1cccc2cc(C(N)=O)/c(=N/NC(=O)COc3ccc(Cl)cc3)oc12	-9.9	-18.5	/	-4.1%
Cc1ccc(COCCN2CCN(S(=O)(=O)c3ccc(C)cc3)CCC2=O)cc1	34.5	/	/	-4.0%
O=C(CSc1nncn1-c1ccccc1)Nc1ccc(N2CCOCC2)cc1	6.2	15.1	-1.5%	-6.4%
O=C1CC(O)(C(F)F)Oc2ccc3ccccc3c21 (stereo not drawn)	21.0	-3.5	-9.0%	-7.5%
O=C(NC1CCCCC1)C(c1ccc2ncccc2c1)N(Cc1cccs1)C(=O)c1cccs1 (stereo not drawn)	3.4	3.9	41.9%[activator]	-2.0%
COC(=O)Nc1sc2c(c1C(=O)NCc1ccco1)CCC2	?	-6.9	-2.6%	-3.2%
CCOC(=O)Cc1csc(NC(=O)c2cc(OC)cc(OC)c2)n1	363.7	16.9	/	-3.7%
CCN(C(=O)c1cn(C)c(=O)c2cc(OC)c(OC)cc12)c1cc(C)ccc1C	?	4.2	3.7%	-1.5%
CCc1cc(C(=O)NNC(=S)NC(C)c2ccccc2)cs1 (stereo not drawn)	-25.4	1.8	3.7%	-9.2%
Cc1ccc(N(CC(=O)N/N=C/c2cccs2)S(C)(=O)=O)cc1	16.2	/	/	-1.2%
CC1CCN(c2ccc(C(=O)O)cc2)CC1	38.8	14.4	6.9%	-0.7%
C/C(=N\NC(=O)C(c1ccncc1)N1CCOCC1)c1ccc(Br)cc1 (stereo not drawn)	?	/	/	-1.4%
CC1(c2ccccc2)NC(=O)N(CC(=O)NC(=O)NCc2ccco2)C1=O (stereo not drawn)	50.4	10.3	-2.8%	-4.5%
Cc1cc(C(=O)NNCc2ccccc2)no1	/	-5.2[20.6 µM]	5.1%[25.6 µM]	1.6%[25.6 µM]
Cc1cc(N2CCN(c3cccc(C(F)(F)F)c3)CC2)n2ncnc2n1	?	1.7	6.6%	-3.9%
COc1ccc(/C=C/C(=O)NC(=S)NN2CCCCC2c2cccnc2)cc1 (stereo not drawn)	-29.3	/	/	-1.3%
Clc1ccc(Cl)c(Cl)c1Cl	/	/	13.8%	-4.4%
O=C(CSc1nc2ccccc2s1)N/N=C/c1ccco1	5.5	/	/	3.1%
N#C/C(=N\Nc1cc(Cl)cc(Cl)c1)c1nnc2n1CCCCC2	?	/	/	?
O=C(/C=C/c1ccccc1Cl)NCc1ccccc1	-26.7	-1.5	-1.5%	3.0%
Cn1cnnc1SCc1ccccc1	11.2	-6.0	-0.7%	2.9%
COc1cccc(/C=N/N2C(=O)CSC2=S)c1O	?	/	/	?
COc1ccccc1-c1nnc(Sc2nc([N+](=O)[O-])nn2C)o1	14.3	5.5	-0.3%	7.5%
CCOC(=O)c1c(NC(=O)c2cc(C)oc2C)sc(C(=O)Nc2ccc(Cl)cc2)c1C	25.2	1.4	-13.1%	1.0%
COc1ccc(C2N(C(=O)CN3CCOCC3)CCN2S(=O)(=O)c2ccccc2)cc1 (stereo not drawn)	-3.5	-8.7	-13.1%	-3.4%
COc1ccc2[nH]c3c(=O)n(/N=C/[C@H]4C(C)C=C(C)CC4C)c(=O)[nH]c3c2c1 (stereo partly drawn)	39.9	/	/	-24.2%
O=C(O)Cn1c(=O)cnc2ccccc21	48.6	-1.5	3.1%	2.4%
COC(=O)c1ccc(N/C(C)=C/C(=O)c2ccc(C)o2)cc1	25.7	0.2	-6.5%	-4.6%
O=C(Oc1ccc(Cl)cc1)c1ccc(N2CCOCC2)c([N+](=O)[O-])c1	?	-14.8	/	-5.8%
CC(=O)O/N=C/c1c(N2CCOCC2)n(C)c2ccccc12	21.5	1.7	-8.5%	-0.1%
CCN(CC)c1ccc(/C=N/NC(=S)NCc2ccccc2)cc1	43.7	7.4	?	25.1µM*
CC(C)Cn1c(-c2cc([N+](=O)[O-])ccc2Cl)nc2c1c(=O)[nH]c(=O)n2Cc1ccccc1	19.1	18.1	/	-4.1%
Cc1nc(C)c(C(=O)Nc2cccc(Cl)c2)o1	0.0	-1.7	-17.0%	-7.8%
CCOC(=O)Cn1nc(-c2ccc(F)cc2)oc1=O	?	-2.8	6.1%	-5.7%
c1ccc(Nc2cc(Nc3ccccc3)[nH]n2)cc1	-3.6	3.5	32.3%[activator]	-13.9%
CC(CC(=O)O)CC(=O)Nc1ccccc1C(=O)O (stereo not drawn)	29.6	-1.1	-2.8%	2.5%
COCCCn1c(SCC(=O)n2c(C)c(C)c3ccccc32)nnc1-c1ccoc1C	?	4.4	-14.0%	-1.8%
N#Cc1nc(-c2cccs2)oc1N1CCN(Cc2ccccc2)CC1	16.9	4.5	6.1%	3.7%
CCC(CC)C(=O)c1c[nH]c(C(=O)NCc2ccco2)c1	-1.6	0.3	6.6%	1.0%
CC1Cc2cc(-c3csc(NC(=O)Cc4cccs4)n3)ccc2N1S(C)(=O)=O (stereo not drawn)	-124.5*	9.0	3.5%	0.0%
Cc1nc(N=Nc2ccc(S(=O)(=O)O)cc2S(=O)(=O)O)c(COP(=O)(O)O)c(C=O)c1O	/	-2.3&5.6	36.2%&15.8%[activator]	-5.9%&-3.1%
C=CCOc1nc2c(c(=O)n(C)c(=O)n2C)n1Cc1ccc(Cl)cc1	-1.3	-9.8	/	-1.8%

# New compounds follow
mol	PNC assembly inh	IMPase cell inh	ALOX15B inhib	ALOX12 inhib
O=S(=O)(c1ccc(C2=CSC3=NCCN23)cc1)N1CCOCC1	-8.4	-18.2	-10.3%	-5.2%
COC(=O)c1ccc(NC(=S)Nc2ccc3ccccc3c2)cc1	-19.5	5.0[1.84 µM]	-14.4%[11.4 µM]	-5.4%
N#Cc1ccc(Oc2nc(C#N)cc(-c3ccccc3)n2)cc1	24.1	/	/	2.6%
O=C1OCC(CO)(CO)N=C1NNc1ccccc1Cl	?	3.0	?	-9.3%
O=C(NCc1ccc2c(c1)OCO2)C1CCN(S(=O)(=O)c2cccc3nsnc23)CC1	?	-2.2	0.7%	-4.0%
O=C(NC1CCS(=O)(=O)C1)c1ccccc1C(=O)c1ccccc1 (stereo not drawn)	-2.3	-12.8	4.5%	-2.1%
COC(=O)CN(CCc1ccccc1)S(=O)(=O)c1ccc(OC)c(OC)c1	-11.0	0.8	-8.7%	0.1%
Cc1ccccc1S(=O)(=O)NCc1cccnc1	35.8	/	/	-0.8%
Cc1sc2nc(N)sc2c1C	32.5	3.5	-15.7%	-2.2%
O=C(COc1ccc2ccccc2c1)Nc1ccc(S(=O)(=O)N2CCCCCC2)cc1	-24.8	/	/	-3.7%
Cc1ccc(C(=O)Nc2cccc(Oc3ccccc3)c2)o1	24.1	2.8	13.6%	0.5%
Cc1cccc(NC(=O)c2ccc(OC3CSC3)cc2)c1	?	/	/	-4.3%
Cc1[nH]c2ccccc2c1/C=N/n1cnnc1	-28.4	-0.5	-0.5%	-1.5%
COc1cc2c(cc1NC(=O)c1ccco1)CCCC2	?	0.7	-2.2%	-2.3%
COc1ccccc1-n1c(=O)[nH]c2c(C(N)=O)nc(CC(C)C)nc21	14.6	-7.4	1.4%	-0.2%
